Compound activity from PubChem.
LEDGF integ inh = blockers of LEDGF/p75-dependent integrase strand transfer – biochemical, TR-FRET, high throughput, primary screen; 370,000 compounds, 0.64% hits; inhibition, % at 3.7 µM; TR-FRET IN-LEDGF/p75 DNA integration, Eu/Cy5;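 active = inhibition above the screen-wide mean plus 3 SD, cut at about 13% in these data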;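 note: signal is the Cy5 over europium emission ratio at 671 and 618 nm; 0% = plate median of compound wells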
DDE Tn7 FP inh = inhibitors of Tn7 peptide binding to fibrin DD(E), primary screen, biochemical, fluorescence polarization, human fibrin, Tn7 probe | Fibrinogen beta chain (Homo sapiens), P02675 | FP displacement of FITC-Tn7 peptide from fibrin DD(E); 0% = median of compound wells per plate | inhibition, % at 8.3 µM | 370,000 compounds, 0.13% hits;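 active = inhibition above the mean of compounds falling within the control limits plus 3 SD of them, cut at about 14% in these data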;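 note: 0% = plate median of compound wells and 100% = 10 µM Aha-Tn7 peptide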
Target sequence (P02675 whole entry, looked up): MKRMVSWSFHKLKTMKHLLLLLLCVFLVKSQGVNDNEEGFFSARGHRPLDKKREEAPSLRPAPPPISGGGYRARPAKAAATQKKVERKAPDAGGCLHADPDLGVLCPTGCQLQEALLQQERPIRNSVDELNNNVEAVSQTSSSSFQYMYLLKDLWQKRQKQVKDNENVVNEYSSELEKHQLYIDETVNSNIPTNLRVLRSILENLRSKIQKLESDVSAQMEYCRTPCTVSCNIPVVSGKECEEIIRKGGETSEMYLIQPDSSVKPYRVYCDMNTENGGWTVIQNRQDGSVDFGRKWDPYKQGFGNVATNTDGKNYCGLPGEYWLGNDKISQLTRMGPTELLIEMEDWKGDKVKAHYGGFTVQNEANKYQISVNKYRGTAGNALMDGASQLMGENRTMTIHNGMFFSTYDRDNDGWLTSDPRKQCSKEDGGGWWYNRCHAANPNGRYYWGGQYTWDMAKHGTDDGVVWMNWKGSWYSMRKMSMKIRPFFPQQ
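Measure: % inhibition scaled between sample-field median and high-control FP; Test system: human fibrin DD(E); Quantity: 2 µM final DD(E) protein; Doses: one dose, 8.3 µM nominal; Schedule: compound with protein 10 min, then 3 h after probe, room temperature; Detection: fluorescence polarization; Medium: Tris buffer with calcium and detergent, pH 7.8.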
Tn6 DDE FP = inhibitors of Tn6 peptide binding to fibrin DD(E), primary screen, biochemical, fluorescence polarization, human fibrin, Tn6 probe; Fibrinogen beta chain (Homo sapiens), P02675; inhibition, % at 8.3 µM; Fibrin DD(E) TRITC-Tn6 fluorescence polarization displacement; 370,000 compounds, 0.21% hits;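 active = inhibition above a per-campaign cutoff: mean of compounds within control limits plus 3 SD, cut at about 15% in these data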;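 note: 0% = median of all compound wells on the plate and 100% = blocking peptide control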
MBD2 inh = inhibitors of MBD2 binding to methylated DNA, primary screen, biochemical, TR-FRET, DNA-binding domain, human | inhibition, % at 4.4 µM | 370,000 compounds, 0.31% hits | Methyl-CpG-binding domain protein 2 (Homo sapiens), Q9UBB5 | MBD2 binding to methylated oligonucleotide; in the data active = inhibition above about 13%
TDP2 absorb = human TDP2 enzyme inhibitors, primary screen, biochemical, epi absorbance, recombinant enzyme; T5PNP hydrolysis, p-nitrophenol absorbance 415 nm; inhibition, % at 12.8 µM; 370,000 compounds, 0.34% hits; AID 720702, 2013;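 active = inhibition above the mean of all tested compounds plus 3 SD, set per campaign, cut at about 25% in these data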;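 note: 0% = DMSO with enzyme and 100% = buffer with substrate but no TDP2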
Target sequence (O95551 whole entry, looked up): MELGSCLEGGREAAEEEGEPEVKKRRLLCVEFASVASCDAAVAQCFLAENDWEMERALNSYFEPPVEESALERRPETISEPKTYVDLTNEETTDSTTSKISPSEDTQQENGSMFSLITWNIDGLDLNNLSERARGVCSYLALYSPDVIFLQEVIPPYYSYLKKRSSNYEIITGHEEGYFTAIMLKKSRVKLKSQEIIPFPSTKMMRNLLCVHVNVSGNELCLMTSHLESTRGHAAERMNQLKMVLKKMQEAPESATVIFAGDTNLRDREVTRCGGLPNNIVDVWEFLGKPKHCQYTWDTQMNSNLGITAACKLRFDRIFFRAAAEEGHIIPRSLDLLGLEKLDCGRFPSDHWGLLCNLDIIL
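test system = human TDP2 enzyme | input = TDP2 enzyme at 120 nM final | medium = 50 mM Tris-HCl pH 7.5 with Mg2+, KCl, DTT, BSA | also added = T5PNP substrate, 5 mM | times = 2 h at 37 °C | technique = epi absorbance | benchmarks = high control without enzyme, low control DMSO plus TDP2 | replication = each compound tested once, singlicate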
UHRF1 MBD2 ctr = UHRF1 methylated DNA binding inhibitors, primary screen, counter-screen for MBD2 inhibitor project, biochemical, TR-FRET, human UHRF1, single concentration; E3 ubiquitin-protein ligase UHRF1 (Homo sapiens), Q96T88; UHRF1 binding to methylated oligo; inhibition, % at 4.4 µM; 370,000 compounds, 0.75% hits; AID 687016, 2013; in the data active = inhibition above about 21%;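 note: UHRF1 SRA domain binding a hemimethylated CpG hairpin DNA probe; 0% = median of test compound wells and 100% = reference inhibitor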
SIAE inh = human SIAE inhibitors, primary screen, biochemical, fluorescence polarization, FP-Rh probe, 1536-well HTS | Sialate O-acetylesterase (Homo sapiens), Q9HAT2 | SIAE FP-Rh probe binding | inhibition, % at 9.66 µM | 370,000 compounds, 0.69% hits;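 active = inhibition above a cutoff: mean of compounds within the control limits plus 3 SD of those, cut at about 17% in these data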;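 note: 0% = plate median of compound wells and 100% = probe without SIAE protein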
TCR CD3 inh = inhibitors of human TCR-CD3 interaction, primary screen, biochemical, fluorescence, TAMRA-labeled TCR probe. T-cell receptor (TCR). inhibition, % at 9.4 µM. 360,000 compounds, 0.37% hits; in the data active = inhibition above about 19%;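 note: recombinant mutant TCR 2C K166C tagged with TAMRA read by polarization; 0% = receptor in buffer alone and 100% = receptor with positive control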
proKLK7 act = proKLK7 zymogen activators, primary screen, biochemical, fluorescence intensity; purified proKLK7, EDANS-DABCYL substrate fluorescence; 100% is mature enzyme control, 0% vehicle; activation, % at 7 µM; 370,000 compounds, 0.9% hits;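 active = activation above the mean of all tested compounds plus 3 SD, computed per campaign excluding outliers beyond control limits, cut at about 13% in these data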
Target sequence (P49862 whole entry, looked up): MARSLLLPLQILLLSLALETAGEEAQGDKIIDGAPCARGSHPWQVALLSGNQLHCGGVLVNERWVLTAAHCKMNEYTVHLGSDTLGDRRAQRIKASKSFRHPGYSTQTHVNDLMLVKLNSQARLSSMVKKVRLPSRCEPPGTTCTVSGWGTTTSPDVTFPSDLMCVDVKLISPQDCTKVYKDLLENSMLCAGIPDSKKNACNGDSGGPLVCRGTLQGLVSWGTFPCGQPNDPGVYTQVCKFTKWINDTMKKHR
PRMT1 inh = PRMT1 methyltransferase inhibitors, primary screen, biochemical, fluorescence polarization; Protein arginine N-methyltransferase 1 (Homo sapiens), Q99873; recombinant PRMT1, activity-based probe fluorescence polarization; inhibition, % at 2.79 µM; 370,000 compounds, 1.3% hits; AID 652257, 2013;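 active = inhibition above about 21% made by adding two undisclosed values, limit read from the data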
* marks the source's active call; other numbers are inactive results; x = no result given.

SMILES | LEDGF integ inh | DDE Tn7 FP inh | Tn6 DDE FP | MBD2 inh | TDP2 absorb | UHRF1 MBD2 ctr | SIAE inh | TCR CD3 inh | proKLK7 act | PRMT1 inh
O=C(N/N=C/c1cccs1)c1ccc2c(c1)OCO2 | -3 | -3 | 8 | 0 | 11 | -5 | 6 | -1 | 0.3 | 0
CCc1ccc(NC(=O)[C@@H](NC(=O)[C@@H]2Cc3ccccc3CN2)C(C)CC)cc1 (stereo not given in full) | 1 | 8 | 1 | 0 | -5 | -4 | -8 | -4 | -0.9 | 1
CC(C)CN1C(=O)[C@]2(CC(=O)N(C)C2c2ccccc2)c2cc(-n3cc(-c4ccccc4)nn3)ccc21 (stereo not given in full) | 7 | -1 | -7 | -4 | -16 | -2 | 12 | x | 0.6 | -5
CC(C)c1nnc(NC(=O)CCC(=O)N2CCN(Cc3ccc(F)cc3)CC2)s1 | 0 | 2 | 4 | 0 | -2 | 0 | 2 | 6 | 0.2 | 1
COc1ccc(CNC(=O)[C@H](C)NC(=O)C2CCN(S(=O)(=O)c3ccccc3)CC2)cc1 | 4 | -2 | 8 | -2 | -7 | 1 | 0 | -3 | 0.8 | -1
CCOc1ccc(NC(=O)CSc2nnc(-c3n[nH]c4c3CCC4)n2N)cc1 | 2 | 2 | -6 | -4 | 14 | -3 | 3 | x | -0.8 | 2
CN(CC(=O)Nc1cccc(F)c1)C(=O)CSc1ccccc1 | -7 | 0 | 1 | -4 | -12 | 1 | 2 | -5 | 0.4 | 7
O=C(COC(=O)c1cc(S(=O)(=O)N2CCCCC2)ccc1N1CCOCC1)c1ccccc1 | 3 | 3 | -4 | -5 | 6 | -4 | -1 | 0 | 0.6 | -2
CCNC(=S)N/N=C(\C)c1ccc2c(c1)OCCO2 | -3 | 1 | 4 | -3 | 4 | -1 | 8 | -1 | -0.6 | 4
Cc1nn(CC(=O)NC2(C)CCS(=O)(=O)C2)c(C)c1S(=O)(=O)N(C)C (stereo not given) | -1 | 5 | 5 | 0 | 3 | -1 | 9 | 1 | -0.2 | 1
COc1cc2c(cc1OC)/C(=C/C(=O)c1ccccc1)NCC2 | 0 | -3 | -6 | -4 | -5 | -5 | 3 | -6 | -1.8 | 0
Cc1cc(N2CCN(C(=O)/C=C/C(=O)O)CC2)c2ccccc2n1 | 1 | -3 | 0 | 0 | 0 | 2 | -3 | 3 | 0.7 | -3

A different layout for some results above.
Molecule	LEDGF integ inh	DDE Tn7 FP inh	Tn6 DDE FP	MBD2 inh	TDP2 absorb	UHRF1 MBD2 ctr	SIAE inh	TCR CD3 inh	proKLK7 act	PRMT1 inh
CCNC(=S)N/N=C(\C)c1ccc2c(c1)OCCO2	-3	1	4	-3	4	-1	8	-1	-0.6	4
CC(C)c1nnc(NC(=O)CCC(=O)N2CCN(Cc3ccc(F)cc3)CC2)s1	0	2	4	0	-2	0	2	6	0.2	1

Other records:
SMILES | LEDGF integ inh | DDE Tn7 FP inh | Tn6 DDE FP | MBD2 inh | TDP2 absorb | UHRF1 MBD2 ctr | SIAE inh | TCR CD3 inh | proKLK7 act | PRMT1 inh
O=C(N[C@@H](Cc1c[nH]c2ccccc12)C(=O)O)C1CCN(S(=O)(=O)c2ccc(Cl)cc2)CC1 | 2 | -2 | 1 | -2 | 1 | -2 | 2 | 2 | -1.1 | -1
CCn1nccc1NC(=O)c1csc([C@H]2C[C@H](O)[C@@H](CO)O2)n1 | 2 | 1 | -6 | 7 | -2 | -2 | -1 | 2 | 0.1 | -5
CN(C(=O)CSc1ccncc1)C1CCCN(Cc2ccccc2F)C1 (stereo not given) | 4 | -6 | 3 | 3 | -8 | 5 | -4 | -1 | -0.2 | -4
COc1ccc(NC(=O)C23CC4CC(C2)CC(n2cnc(Br)n2)(C4)C3)cc1Cl | 1 | -4 | -1 | 1 | 2 | 1 | -2 | 3 | -0.4 | 0
CC(Cl)C(=O)NN=C(c1ccccc1)c1ccccc1 (stereo not given) | 5 | 4 | 4 | -4 | -2 | 1 | 1 | -2 | 0.2 | -4
O=C(Nc1nc2c(F)cc(F)cc2s1)C1CCN(C(=O)c2ccc(F)cc2)CC1 | 0 | 4 | -2 | 1 | -22 | 6 | -4 | -7 | -0.2 | 10
O=C(Nc1ccccc1)c1ccc(S(=O)(=O)Nc2cccc(O)c2)cc1 | 3 | 7 | 3 | 2 | -3 | 1 | -9 | 2 | -0.1 | 2
CCOc1ccc(NS(=O)(=O)c2cc(Cl)ccc2OC)cc1 | 1 | -7 | -6 | 0 | -13 | 3 | -7 | 3 | 0.0 | -2
CC1(C(=O)NS(=O)(=O)c2ccc(F)cc2F)CCN1C(=O)CCc1ccc(Cl)cc1Cl (stereo not given) | 1 | -2 | -8 | 26* | 8 | 17 | -2 | -20 | -0.3 | 1
Cc1cccc(-n2ncc3c(NCc4ccccc4)ncnc32)c1 | 1 | 4 | -4 | -5 | -4 | 0 | -6 | -9 | 0.6 | 1
O=C(C1=C[C@@H](C2CCCCC2)C[C@@H](OCCCCO)O1)N1CCN(Cc2ccc3c(c2)OCO3)CC1 | 3 | -3 | -11 | 2 | -10 | 7 | 4 | -1 | 0.5 | 0
COc1ccc(N2C(=O)CCC(C(C)=O)=C2C)cc1 | -1 | -4 | -1 | -1 | 6 | -1 | 3 | 5 | -0.9 | 0

A few values from the results shown:
O=C(N[C@@H](Cc1c[nH]c2ccccc12)C(=O)O)C1CCN(S(=O)(=O)c2ccc(Cl)cc2)CC1 | SIAE inh: 2
CCOc1ccc(NC(=O)CSc2nnc(-c3n[nH]c4c3CCC4)n2N)cc1 | LEDGF integ inh: 2

The listing continues.
SMILES | LEDGF integ inh | DDE Tn7 FP inh | Tn6 DDE FP | MBD2 inh | TDP2 absorb | UHRF1 MBD2 ctr | SIAE inh | TCR CD3 inh | proKLK7 act | PRMT1 inh
O=C(COc1c(F)c(F)cc(F)c1F)NC(=O)NC1CCCC1 | -1 | 7 | 6 | 2 | 6 | 1 | 0 | 3 | 0.1 | 2
Cc1cc(NC(=O)CCC(=O)N(Cc2cccs2)C(C(=O)NC2CCCC2)c2ccncc2)no1 (stereo not given) | 0 | 1 | 1 | -5 | -10 | 2 | 2 | -5 | 0.2 | -2
COC(=O)c1ccccc1N(C)S(=O)(=O)c1cc2c3c(c1)CCC(=O)N3CCC2 | 4 | -3 | -3 | 7 | -4 | 1 | 32* | -6 | 0.5 | 5
Cc1cccc(C2=N/C(=C/c3cccs3)C(=O)O2)c1 | -1 | 8 | 1 | 2 | -6 | -2 | -3 | 3 | 0.3 | -3
CCOc1ccc(-n2c(CCc3ccccc3)n[nH]c2=S)cc1 | 5 | -1 | -2 | -5 | 9 | 0 | 0 | -2 | 0.0 | 3
Cc1c(C(=O)N2CCCC2(C)C(=O)NCC(C)C)oc2ccccc12 (stereo not given) | 1 | 6 | 9 | -1 | 11 | 0 | 2 | 3 | 0.3 | -2
COc1cc2nc(-c3cccs3)oc(=O)c2cc1OC | -2 | -2 | 6 | 3 | 3 | -1 | -4 | 5 | 0.6 | -2
Cc1ccc(NC(=O)Cc2ccc(F)cc2)c(S(=O)(=O)N2CCOCC2)c1 | 0 | -4 | 1 | 2 | 0 | -1 | 0 | x | -0.2 | 1
O=C(NCc1ccccc1)C1CC(=O)N(c2ccc(OCC(=O)N3CCOCC3)cc2)C1 (stereo not given) | 2 | 0 | 5 | -4 | -2 | 2 | -1 | 0 | -0.4 | 2
CC1CCC(NCc2ccco2)CC1 (stereo not given) | 1 | -5 | -3 | 18* | -4 | 2 | 3 | 4 | -0.7 | -1
Cc1c(O)ccc(NS(=O)(=O)c2ccccc2)c1C | 1 | -8 | -6 | -2 | 4 | 0 | 4 | 6 | -0.9 | 1
Cc1c(C)c2ccc(OCC(=O)N3CCC(C(=O)O)CC3)cc2oc1=O | 1 | 7 | 2 | -9 | 9 | -1 | -1 | 4 | 4.0 | -1

Fetched one by one from the list above (5):
SMILES | LEDGF integ inh | DDE Tn7 FP inh | Tn6 DDE FP | MBD2 inh | TDP2 absorb | UHRF1 MBD2 ctr | SIAE inh | TCR CD3 inh | proKLK7 act | PRMT1 inh
Cc1ccc(NC(=O)Cc2ccc(F)cc2)c(S(=O)(=O)N2CCOCC2)c1 | 0 | -4 | 1 | 2 | 0 | -1 | 0 | x | -0.2 | 1
Cc1c(C)c2ccc(OCC(=O)N3CCC(C(=O)O)CC3)cc2oc1=O | 1 | 7 | 2 | -9 | 9 | -1 | -1 | 4 | 4.0 | -1
COC(=O)c1ccccc1N(C)S(=O)(=O)c1cc2c3c(c1)CCC(=O)N3CCC2 | 4 | -3 | -3 | 7 | -4 | 1 | 32* | -6 | 0.5 | 5
CC1CCC(NCc2ccco2)CC1 (stereo not given) | 1 | -5 | -3 | 18* | -4 | 2 | 3 | 4 | -0.7 | -1
O=C(COc1c(F)c(F)cc(F)c1F)NC(=O)NC1CCCC1 | -1 | 7 | 6 | 2 | 6 | 1 | 0 | 3 | 0.1 | 2

(list continues)
SMILES | LEDGF integ inh | DDE Tn7 FP inh | Tn6 DDE FP | MBD2 inh | TDP2 absorb | UHRF1 MBD2 ctr | SIAE inh | TCR CD3 inh | proKLK7 act | PRMT1 inh
O=C(Nc1nccs1)C1CC(=O)N(CCc2ccccc2)C1 (stereo not given) | 3 | 1 | -2 | 1 | 12 | 0 | 2 | -1 | -0.1 | -4
CC(C)(C)OC(=O)N1CCC(N[C@@H](Cc2ccccc2)C(=O)NCCc2c[nH]c3ccccc23)(C(=O)NC2CCCCC2)CC1 | 6 | -4 | 2 | -5 | -13 | -2 | 3 | x | x | -2
O=C(CC1SC(=O)N(c2ccccc2)C1=O)Nc1ccc(Br)cc1 (stereo not given) | 2 | -10 | 3 | -6 | -1 | -2 | -1 | -16 | 0.8 | 32*
CC(C)(C)c1csc(NC(=O)C2=COCCO2)n1 | -2 | 2 | 4 | -4 | 1 | 1 | 3 | -3 | -0.3 | 6
Cc1oc2cc3oc(=O)ccc3cc2c1C | 5 | -4 | 8 | -3 | -3 | -1 | 3 | 1 | 4.1 | 1
COc1ccc(N2CCN(S(=O)(=O)CCNC(=O)C(C)Oc3ccccc3)CC2)cc1 (stereo not given) | -2 | -2 | -6 | -3 | -9 | 2 | 5 | -13 | 0.2 | 4
